Bioassay records (PubChem)
FBPA Giardia inh: qHTS Assay for Inhibitors of Fructose-1,6-bisphosphate Aldolase from Giardia Lamblia; A8B2U2; purified Giardia FBPA; Potency, µM (top dose mostly 59.6 µM), inactives show at the highest dose activity, negative = inhibition, usual class: inhibitors; actives 0.71% (n = 290,000); also: potency is read from the fitted curve at half-maximal effect; % is scaled to controls: 0 for no effect and ±100 for the full control effect; nearly all actives have a fitted effect of over 55% in size
Target sequence (A8B2U2 whole entry, looked up): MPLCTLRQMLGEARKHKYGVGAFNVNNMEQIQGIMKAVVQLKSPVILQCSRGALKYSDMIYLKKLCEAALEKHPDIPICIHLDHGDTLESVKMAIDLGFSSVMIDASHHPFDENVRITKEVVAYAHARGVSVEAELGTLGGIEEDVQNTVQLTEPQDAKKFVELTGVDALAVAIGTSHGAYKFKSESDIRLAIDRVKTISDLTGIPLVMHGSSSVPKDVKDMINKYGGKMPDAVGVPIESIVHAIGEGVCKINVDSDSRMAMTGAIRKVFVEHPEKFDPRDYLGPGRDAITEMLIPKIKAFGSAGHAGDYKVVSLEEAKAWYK
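40 nM FBPA preincubated 10 min at RT with compound (up to 57.5 uM final), then substrate plus GAPDH/TPI/NAD/arsenate coupling and diaphorase/resazurin added. Fluorescence read after 20 min at RT, 525/598 nm.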
Shiga inhibitor: A qHTS for Small Molecule Inhibitors of Shiga Toxin | Vero cells, Shiga toxin protein synthesis inhibition reporter | inhibition, % at 38.7 µM | actives 9.2% (n = 290,000) | AID 2315, 2010; in the data active = inhibition mostly above about 28%, no sharp cut-off; inactive = mostly below about 43%; also: 0% is about no effect
Pf growth 48h: Primary qHTS for delayed death inhibitors of the malarial parasite plastid, 48 hour incubation; Potency, µM (doses to about 28.7 µM), without a hit: top-dose activity change, negative = inhibition, most hits filed as inhibitors; P. falciparum luciferase growth in erythrocytes, 48 h; actives 5.9% (n = 310,000); also: potency is read from the fitted curve at half-maximal effect; % is scaled to controls: 0 for no effect and ±100 for the full control effect
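Luciferase-expressing parasites in RBCs, 2% Hct / 0.1% parasitemia final; RPMI 1640 + 0.5% Albumax; 37 C, 5% CO2, one generation; luminescence read-out, lower signal = inhibition.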
Pf growth 96h: Primary qHTS for delayed death inhibitors of the malarial parasite plastid, 96 hour incubation. P. falciparum luciferase reporter growth, 96 h. Potency, µM (titrated, usually from 28.7 µM), without a hit: top-dose activity change, negative = inhibition, actives largely listed as inhibitors. actives 6.9% (n = 320,000). AID 504834, 2011; also: potency is read from the fitted curve at half-maximal effect; % is scaled to controls: 0 for no effect and ±100 for the full control effect
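Cell-based qHTS: luciferase-tagged P. falciparum in erythrocytes (2% hematocrit, 0.05% parasitemia final) incubated with compounds for 96 hours, 37 C, 5% CO2; luciferase detection reagent then added and luminescence measured.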
Sm TGR block: qHTS Assay for the Inhibitors of Schistosoma Mansoni Peroxiredoxins | purified TGR, DTNB reduction, TNB absorbance 405 nm | AID 485364, 2010 | actives 3% (n = 360,000) | Potency, µM (titrated, usually from 114 µM), for the others: at the top dose activity change, negative = inhibition, most hits filed as inhibitors | Schistosoma mansoni thioredoxin glutathione reductase (TGR), Q962Y6; also: potency is read from the fitted curve at half-maximal effect; % is scaled to controls: 0 for no effect and ±100 for the full control effect; nearly all actives have a fitted effect of over 60% in size
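First, TGR (20 nM dispensed) and NADPH were mixed with compound. Second, a 15 min room-temperature incubation followed. Third, further NADPH and then DTNB were added to start the reaction. Finally, TNB absorbance was monitored kinetically.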
CHX counter: Cycloheximide Counterscreen for Small Molecule Inhibitors of Shiga Toxin; actives 12% (n = 300,000); cell reporter, cycloheximide protein synthesis inhibition counterscreen; max response, %; in the data active = max response mostly above about 13%, no sharp cut-off; inactive = mostly below about 14%; also: read at 38.3 µM for the half of the compounds with a filed dose; 0% is about no effect
The depositor's hits bear a star; ? = inconclusive; nt = no result given; [ ] = dose if it differs, or a comment. Unless noted, calls follow the shape of the dose curve; as a rule, active = well fitted curve in the direction sought with a large enough effect; inconclusive = small, poorly fitted or top-dose-only effect, or another doubt; inactive = no such curve, though single readings can be large; an effect the other way counts as inactive or inconclusive. Compounds were not picked by outcome; about 24% have a hit in one of these screens.

1	CCN(CC)c1nc(-c2ccccc2)nc2ccccc12
2	COCCCNC(=S)NNC(=S)Nc1ccc(F)cc1F
3	Cc1ccc(SCCN2CCC(C)CCC2=O)cc1 (configuration not stated)
4	CN1CCC(=NNC(=O)CSc2ccc(Cl)cc2)CC1
5	CC[C@H](C)C(C(=O)N1CCN(C(=O)OC(C)(C)C)CC1)n1cc(C(CO)NC(=O)OC(C)(C)C)nn1 (some centres not stated)

screen / no.,1,2,3,4,5
FBPA Giardia inh,?,9%,3%,0%,11%
Shiga inhibitor,2,54*,38*,-6,-3
Pf growth 48h,18%,nt,177%[activator],51%[activator],-4%
Pf growth 96h,?,3%,85%[activator],116%[activator],?
Sm TGR block,14%,14%,2%,-8%,-5%
CHX counter,-1,44*,29*,-3,-2

6	C/C(=N\N=C(N)N)c1ccc(Cl)cc1Cl
7	O=C1NC(=O)C(=Cc2cn(CCOc3ccc4c(c3)OCO4)c3ccccc23)C(=O)N1
8	CCCn1c(N)c(N(CCOC)C(=O)c2ccc(-c3ccc(Cl)cc3)o2)c(=O)[nH]c1=O
9	CN1CC(=O)N/C1=N\C(=O)Nc1ccc(O)cc1
10	Cc1cccc(-c2nc3cc([N+](=O)[O-])ccc3o2)c1

screen / no.,6,7,8,9,10
FBPA Giardia inh,-1%,0%,nt,-9%,8%
Shiga inhibitor,-16,22,nt,45,92*
Pf growth 48h,0%,nt,?,0%,160%[activator]
Pf growth 96h,0%,nt,10%,31%[activator],5%
Sm TGR block,7%,?,3%,-1%,4%[57.1 µM]
CHX counter,-4,10,nt,1,36*

11	CC(C)CCNC(=O)C1C2C=CC3(CN(Cc4ccccc4Cl)C(=O)C13)O2 (configuration not stated)
12	CC1CCCN(C(=O)c2cc(S(=O)(=O)N3CCCCC3)c[nH]2)C1 (configuration not stated)
13	CC(=O)c1c(C)n(CCCOC(C)C)c2ccc(O)cc12
14	CC(=O)OC1CC(n2ccc(NC(=O)c3ccccc3)nc2=O)OC1CO (configuration not stated)
15	COc1ccccc1N1CCN(C(c2ccc(Cl)cc2)c2nnnn2C(C)(C)C)CC1 (configuration not stated)

screen / no.,11,12,13,14,15
FBPA Giardia inh,4%,-18%,-15%,8%,-3%
Shiga inhibitor,-2,-10,-3,-18,-14
Pf growth 48h,-20%,3%,-15%,34%[activator],6.6µM*
Pf growth 96h,-16%,4%,nt,32%[activator],?
Sm TGR block,-1%,-1%,0%,4%,12%
CHX counter,-1,1,-3,-3,-3

16	CC(C)(CN1CCN(Cc2ccccc2)CC1)NS(=O)(=O)c1ccc(Cl)cc1
17	COCC(=O)Nc1nc2n(n1)C(c1ccccc1Cl)CC(c1ccc(OC)cc1)N2 (configuration not stated)
18	Nc1nc(-c2cccc(Br)c2)cs1
19	O=C(Cc1ccccc1)NNC(=O)c1cnccn1
20	FC(F)(F)c1cccc(-c2nnc3ccc(C(F)(F)F)cn23)c1

screen / no.,16,17,18,19,20
FBPA Giardia inh,3%,-2%,-5%,-4%,8%
Shiga inhibitor,8,-14,82*,-7,10
Pf growth 48h,?,-12%,nt,11%,nt
Pf growth 96h,-8%,nt,92%[activator],27%,-18%
Sm TGR block,9%,40µM*,2%,6%,3%
CHX counter,-1,-3,46*,-2,4

Two entries picked at random from the list so far:
18	Nc1nc(-c2cccc(Br)c2)cs1
17	COCC(=O)Nc1nc2n(n1)C(c1ccccc1Cl)CC(c1ccc(OC)cc1)N2 (configuration not stated)

screen / no.,18,17
FBPA Giardia inh,-5%,-2%
Shiga inhibitor,82*,-14
Pf growth 48h,nt,-12%
Pf growth 96h,92%[activator],nt
Sm TGR block,2%,40µM*
CHX counter,46*,-3

(further entries)
21	Cc1cccc(N(CC(=O)NC2CC3CCC2C3)S(=O)(=O)c2ccccc2)c1 (configuration not stated)
22	Cc1nn(C)c(NC(=O)c2ccccc2Cl)c1Cl
23	CCC(=NCc1ccccc1)c1c(C(F)(F)F)[nH]n(-c2nc3ccccc3s2)c1=O
24	COc1ccc(-c2cc(-c3cccnc3)c(C#N)c(N)n2)cc1
25	CC(O)C(=O)NCCOCCOCCNC(=O)C(C)O (configuration not stated)

screen / no.,21,22,23,24,25
FBPA Giardia inh,nt,-3%,-14%,1%,0%
Shiga inhibitor,-28,17,36,-8,-18
Pf growth 48h,-17%,41%[activator],nt,12%,?
Pf growth 96h,50%[activator],19%,17%,13%,-25%
Sm TGR block,2%,5%,-1%,-9%,0%
CHX counter,4,0,21*,-2,-6

26	c1ccc(Cn2nnc3c(N4CCOCC4)ncnc32)cc1
27	CCS(=O)(=O)c1nc(S(=O)(=O)c2ccc(C)cc2)c(N2CCN(CCO)CC2)s1
28	COc1ccccc1NC(=O)Cc1csc(NC(=S)Nc2ccccc2)n1
29	Cc1cnc(C(=O)Nc2ccc(-n3cnnn3)cc2)cn1
30	Cc1ccc(-c2cnc(NCc3cc4c(cc3[N+](=O)[O-])OCO4)n2C)cc1C

screen / no.,26,27,28,29,30
FBPA Giardia inh,4%,nt,1%,5%,2%
Shiga inhibitor,19,-8,-15,9,12
Pf growth 48h,-14%,4%,-7%,25%,0%
Pf growth 96h,?,-12%,59%[activator],?,?
Sm TGR block,-8%,-11%,?,2%,2%
CHX counter,8,-2,-4,-2,0

31	Cc1csc(SCC(=O)c2c(N)n(C)c(=O)n(C)c2=O)n1
32	CN(C(=O)COC(=O)C1CCN(S(=O)(=O)c2cccs2)CC1)C1CCS(=O)(=O)C1 (configuration not stated)
33	Cc1cc(-c2csc(NC(=O)c3cc4ccccc4o3)n2)c(C)n1C
34	COc1cccc(C(=O)Nc2nnc(S(=O)(=O)N(C)c3ccccc3)s2)c1
35	CCOc1ccc(C(=O)CN2C(=O)NC3(CCCCCC3)C2=O)cc1

screen / no.,31,32,33,34,35
FBPA Giardia inh,2%,0%,-4%,nt,nt
Shiga inhibitor,30,-6,40*,3,nt
Pf growth 48h,nt,18%,56%[activator],4%,?
Pf growth 96h,?,-6%,-19%,3%,-2%
Sm TGR block,0%,3%,-16%,2%,-17%
CHX counter,12,0,32*,-3,nt

36	N#CC1=C(N)Oc2cc(O)ccc2C1c1cccnc1 (configuration not stated)
37	O=C(/C=C/c1ccco1)NC1=NCCS1
38	Nc1c(C(=O)CSc2nnc(N3CCOCC3)n2-c2cccc(F)c2)c(=O)[nH]c(=O)n1C1CC1
39	COC(=O)c1cc(C(=O)OC)cc(N2C(=O)CC(NNC(=O)c3ccccc3Cl)C2=O)c1 (configuration not stated)
40	CCOCc1c(C(=O)NC2CCCCCC2)oc2ccccc12

screen / no.,36,37,38,39,40
FBPA Giardia inh,0%,-20%,nt,5%,-3%
Shiga inhibitor,0,43*,nt,12,0
Pf growth 48h,6%,149%[activator],?,5%,?
Pf growth 96h,-9%,?,?,31%[activator],-6%
Sm TGR block,-13%,45µM*,-10%,-1%,1%
CHX counter,-3,61*,nt,-1,3

41	C[C@@H](CSc1ccccc1)CN1CC[C@H](NC(=O)OCc2ccccc2)CCC1=O
42	COc1ccccc1N(C)S(=O)(=O)c1ccc(C(=O)NC(C)c2ccccc2)cc1 (configuration not stated)
43	COC(CN1C(=O)C(=O)/C(=C(/O)c2ccccc2)C1c1ccccn1)OC (configuration not stated)
44	CCC1(c2ccc(F)cc2)NC(=O)N(CC(=O)N2CCN(S(=O)(=O)c3ccc(C)cc3)CC2)C1=O (configuration not stated)
45	Cn1cc(P(=S)(N2CCOCC2)N2CCOCC2)cc1P(=S)(N1CCOCC1)N1CCOCC1

screen / no.,41,42,43,44,45
FBPA Giardia inh,2%,-1%,-12%,nt,-3%
Shiga inhibitor,-7,-2,10,nt,-11
Pf growth 48h,-8%,?,1%,?,0%
Pf growth 96h,?,?,?,?,-11%
Sm TGR block,7%,3%,5%,-3%,-1%
CHX counter,-2,-1,10,nt,-1

46	Cc1cc(C(=O)Nn2cnnc2)ccc1[N+](=O)[O-]
47	CC(=O)C1=C(C)NC2=C(C(=O)c3ccccc32)C1c1ccccc1 (configuration not stated)
48	CCNC(=S)Nc1cccc([N+](=O)[O-])c1
49	COc1ccccc1N1CCN(c2nc3c(C)cccn3c(=O)c2C=O)CC1
50	O=C(CN1C(=O)NC2NC(=O)NC21)N/N=C/c1ccccc1F (configuration not stated)

screen / no.,46,47,48,49,50
FBPA Giardia inh,4%,-9%,0%,-9%,3%
Shiga inhibitor,-7,-8,-1,-15,10
Pf growth 48h,37%[activator],?,47%[activator],?,0%
Pf growth 96h,284%[activator],25%,17%,?,12%
Sm TGR block,2%,-4%,-31%,13%,8%
CHX counter,-2,24,-3,-2,8

Arranged by formula weight (falling): 3 of the compounds above.
8	CCCn1c(N)c(N(CCOC)C(=O)c2ccc(-c3ccc(Cl)cc3)o2)c(=O)[nH]c1=O
33	Cc1cc(-c2csc(NC(=O)c3cc4ccccc4o3)n2)c(C)n1C
10	Cc1cccc(-c2nc3cc([N+](=O)[O-])ccc3o2)c1

screen / no.,8,33,10
FBPA Giardia inh,nt,-4%,8%
Shiga inhibitor,nt,40*,92*
Pf growth 48h,?,56%[activator],160%[activator]
Pf growth 96h,10%,-19%,5%
Sm TGR block,3%,-16%,4%[57.1 µM]
CHX counter,nt,32*,36*

Other structures:
51	O=c1cc(CO)oc(C(Nc2cccc(C(F)(F)F)c2)c2ccccn2)c1O (configuration not stated)
52	CC1(C)CC2(CCO1)OC(=O)CC2C(=O)NCCc1ccccc1 (configuration not stated)
53	COc1ccccc1Oc1ccc(NC(=O)c2ccccc2C)cc1
54	CC(=O)NC(CC(=O)N1CCN(C(C)=O)CC1)c1ccccc1 (configuration not stated)
55	O=[N+]([O-])c1ccc(-c2n(-c3ccccn3)c3ccccc3[n+]2-c2ccccn2)cc1

screen / no.,51,52,53,54,55
FBPA Giardia inh,?,0%,-6%,nt,-2%
Shiga inhibitor,2,-7,62,-20,-6
Pf growth 48h,8%,26%,-22%[1.15 µM],14%,0%
Pf growth 96h,?,77%[activator],?,3%,-6%
Sm TGR block,11µM*,0%,0%,3%,4%
CHX counter,9,-4,15,6,10

56	COC(=O)Cn1c(=NC(=O)c2ccc(S(=O)(=O)N3CCOCC3)cc2)sc2cc(S(N)(=O)=O)ccc21
57	COc1ccc(CNc2ccc(Br)cc2)cc1
58	CCCN=C1CC(C)(C)CC(=O)/C1=C(/O)CCC
59	COc1ccc(/C=N/Nc2ncnc3sc(C)c(C)c23)cc1
60	COc1c(-c2ccc([N+](=O)[O-])cc2[N+](=O)[O-])c(=O)n(C)c(=O)n1C
61	COC(=O)c1nc[nH]c1C(=O)OC
62	O=C(CCSc1ccccc1)NCCSCc1ccco1
63	CC(Oc1ccc2ccccc2c1)C(=O)NNC(=S)NC(=O)c1ccco1 (configuration not stated)

screen / no.,56,57,58,59,60,61,62,63
FBPA Giardia inh,2%,2%,-1%,?,-4%,-19%,-5%,?
Shiga inhibitor,-13,126*,3,31,10,2,7,5
Pf growth 48h,?,65%[activator],0%,27%,-11%,1%,119%[activator],-18%
Pf growth 96h,?,-20%,-13%,64%[activator],4%,28%,?,nt
Sm TGR block,1%,0%[57.1 µM],44%[activator],-15%,-25%,8%,-36%,-3%
CHX counter,-1,36*,-3,14,-3,-2,11*,7
